Bioassay records deposited in PubChem by several laboratories.
HSP90 inh – HSP90 refolding inhibition in rabbit reticulocyte lysate | luciferase refolding luminescence, 3 h | inhibition, % at 5.6 µM | 290,000 compounds, 0.91% hits;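 active means inhibition above the screen-wide mean plus 3 SD, computed separately per campaign, cut at about 16% in these data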;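 further: 0% = DMSO wells and 100% = 60 µM geldanamycin wells; inhibitors lower the luminescence because luciferase stays unfolded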
GSK3A inh – blocks human GSK-3 alpha kinase; inhibition, % at 10 µM; 320,000 compounds, 0.1% hits; ADP-Glo luminescence, 60 min; P49840;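 in the data active means inhibition above about 50%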;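 further: GST-tagged GSK-3 alpha with peptide substrate and 25 µM ATP; 0% = DMSO neutral wells and 100% = GW8510 positive control wells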
Target sequence (P49840 whole entry, looked up): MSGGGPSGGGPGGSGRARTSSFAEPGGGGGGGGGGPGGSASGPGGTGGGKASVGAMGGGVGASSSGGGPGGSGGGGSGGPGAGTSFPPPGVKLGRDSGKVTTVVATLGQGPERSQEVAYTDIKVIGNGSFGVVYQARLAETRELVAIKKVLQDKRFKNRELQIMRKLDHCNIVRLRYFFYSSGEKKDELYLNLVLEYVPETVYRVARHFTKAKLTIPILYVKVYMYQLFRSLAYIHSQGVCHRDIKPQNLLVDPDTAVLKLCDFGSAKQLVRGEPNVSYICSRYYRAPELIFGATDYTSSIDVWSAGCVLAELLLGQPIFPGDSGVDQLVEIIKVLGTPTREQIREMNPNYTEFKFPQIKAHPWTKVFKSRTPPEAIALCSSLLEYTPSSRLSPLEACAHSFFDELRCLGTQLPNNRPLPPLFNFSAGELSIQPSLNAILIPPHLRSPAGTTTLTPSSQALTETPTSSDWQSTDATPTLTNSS
KLF5 inh – suppresses KLF5 promoter-driven expression | DLD-1 KLF5 promoter-luciferase reporter, luminescence | inhibition, % at 5 µM | 290,000 compounds, 0.23% hits | AID 1700;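 active means inhibition above a per-plate limit of that plate's mean compound inhibition plus 3 SD, cut at about 60% in these data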;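 further: 0% = DMSO wells and 100% = LY294002 at 200 µM; higher means less KLF5 promoter-driven luciferase light; inactives centre near -14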
AI-2 QS modul – modulates the Vibrio harveyi AI-2 quorum sensing system; Vibrio harveyi JMH597 AI-2 luminescence/OD600 ratio, 9 h; stronger effect = lower value; strain lacks LuxN and CqsS sensors; 0 = neutral-control median; activity change, % at 7.5 µM; 300,000 compounds, 0.4% hits; AID 2094; in the data active means activity change below about -75%, passing the limit was not always enough;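 further: luminescence divided by OD600 gain over 9 h not by final OD600 alone; inactives centre near 13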
HSF1 inhib – HSF1 inhibition; NIH3T3-HGL HSE-luciferase, MG132-induced, luminescence 8 h; stronger effect = lower value; activity change, negative = inhibition, % at 7.5 µM (by protocol); 300,000 compounds, 0.77% hits; AID 2098;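 active means more than half of replicate wells show activity change below -50%, luminescence cut by over half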;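 further: luciferase reports HSF-1 transcriptional activity via heat shock element; 0% = median of DMSO wells and -100% = zero luminescence signal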
HSF1 activator – increases HSF-1 driven luciferase reporter signal; NIH3T3-HGL HSF-1 luciferase reporter, MG132, 8 h; 100% = twice DMSO control signal; activation, % at 9 µM; 300,000 compounds, 1.7% hits;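 active means mean replicate activation of at least 50% with a set share of replicates each reaching 50%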;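 further: 0% = median of the neutral control wells and 100% = twice that signal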
PolyA inhibitor – blocks polyadenylation in yeast reporter cells | S. cerevisiae SKY197-pL101 polyadenylation reporter, beta-gal luminescence; efflux-impaired pdr1/pdr3 knockout yeast; score 100 = 6 SD above DMSO | AID 1875 | calls only at 12 µM | 300,000 compounds, 0.02% hits;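 active means lowest replicate activity score at least 50, where 100 means six control SD above control mean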;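 further: yeast exposed to compound for 9 h at 30 °C; higher score means more reporter readthrough which indicates perturbed polyadenylation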
GSK3B inh – blocks human GSK3beta kinase activity | GST-GSK3beta kinase, ADP-Glo luminescence, 60 min; stronger effect = lower value | activity score (negative = inhibition), % at 10 µM | 300,000 compounds, 0.038% hits | AID 2097;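 active means more than half of replicate wells score below -50%, meaning over 50% inhibition versus plate controls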;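 further: 0% = median DMSO wells and -100% = median GW8510 positive control wells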
Target sequence (P49841 whole entry, looked up): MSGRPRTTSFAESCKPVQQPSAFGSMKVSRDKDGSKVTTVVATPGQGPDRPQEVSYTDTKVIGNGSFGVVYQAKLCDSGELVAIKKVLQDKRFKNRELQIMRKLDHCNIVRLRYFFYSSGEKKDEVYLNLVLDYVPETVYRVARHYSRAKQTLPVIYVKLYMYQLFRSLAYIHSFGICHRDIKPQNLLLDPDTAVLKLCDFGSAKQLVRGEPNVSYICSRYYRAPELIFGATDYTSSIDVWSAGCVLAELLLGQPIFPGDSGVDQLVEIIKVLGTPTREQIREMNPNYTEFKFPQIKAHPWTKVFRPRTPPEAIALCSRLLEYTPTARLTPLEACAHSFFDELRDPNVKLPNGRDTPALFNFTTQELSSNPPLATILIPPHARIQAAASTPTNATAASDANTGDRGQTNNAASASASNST
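Assay system: GST-tagged human GSK3beta kinase, cell-free; Input: 1.6 ng GSK3beta; Medium: Tris/MgCl2 kinase buffer; Timing: 60 min enzyme reaction, room temperature; Signal: ADP-Glo luminescence quantifying ADP generated by kinase; Evaluation: score relative to plate controls; Benchmarks: DMSO neutral wells and GW8510 at 20 µM as positive.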
aSyn UTR inh – 5' untranslated region of α-synuclein, MLPCN primary screen | 300,000 compounds, 0.82% hits | AID 1813 | inhibition, % (tested at 7.5 µM) | alpha-synuclein 5'UTR reporter, inhibitor activity; in the data active means inhibition above about 60%;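 further: H4 neuroglioblastoma cells stably carrying SNCA 5'UTR luciferase fusion; 0% = DMSO wells and 100% = positive control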
IEC-6 tox – kills IEC-6 intestinal cells in KLF5 counter-screen; IEC-6 cytotoxicity, luminescence viability; inhibition, % at 5 µM; 290,000 compounds, 0.78% hits; AID 1825; in the data active means inhibition above about 22%;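 further: 0% = plate median of test compound wells and 100% = cytotoxic reference compound wells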
Starred values were filed as active, the others as inactive; i = inactive; / = no result given. Not all compounds are listed. The share of hits here may be higher or lower than overall.

SMILES	HSP90 inh	GSK3A inh	KLF5 inh	AI-2 QS modul	HSF1 inhib	HSF1 activator	PolyA inhibitor	GSK3B inh	aSyn UTR inh	IEC-6 tox
C=CCOC(=O)C1=C[C@H](C(C)(C)C)[C@@H](CCCO)[C@H](OCC)O1	/	-2	/	10	5	-7	i	4	8	/
COc1ccc2c(c1)[n+](=O)c(C(C)=O)c(C)n2[O-]	1	-4	-10	16	-2	-13	i	0	2	-4
CC(C#N)Sc1ncnc2sc3c(c12)CCC3 (stereo unspecified)	-1	1	-20	43	-4	-4	i	-1	26	3
Cc1oc2c(O)c(O)ccc2c(=O)c1-c1ccccc1	/	5	/	29	12	25	/	2	-57	/
C[C@@H]([C@H](O)c1ccccc1)N(C)C(=S)Nc1ccccc1	-4	-4	-31	22	-3	-1	i	-2	-6	-5
Cc1cccc(NC(=S)N2CCCC(c3nc4ccccc4[nH]3)C2)c1 (stereo unspecified)	3	-2	-32	-4	/	/	i	2	-3	-4
O=C(Cc1ccc(-n2c(=S)[nH]c3ccccc3c2=O)cc1)N1CCC(N2CCCCC2)CC1	-2	1	-20	4	6	4	i	-6	1	-4
COc1ccc(NC(=O)CCNS(=O)(=O)c2ccc3c(c2)c(=O)n(C)c(=O)n3C)c(OC)c1	-3	8	-3	28	-3	-7	i	0	10	1
C/C(=N\NC(=O)c1nnn(-c2nonc2N)c1CN(C)C)c1ccco1	-2	7	-3	30	3	-4	i	-2	6	-8
Cc1ccc(CNC(=O)CSc2nnnn2C)cc1	1	4	-25	17	4	-2	i	1	-15	-2
COC(=O)CNC(c1ccccc1Cl)c1cc(Br)ccc1NC(=O)CCN1CCOCC1 (stereo unspecified)	0	-1	-10	4	51	58*	i	1	-25	-2
COc1ccc2c(c1OC)c(=O)n1c3ccc(OC(C)C(=O)NCCCN4CCOCC4)cc3c3ccnc2c31 (stereo unspecified)	5	-1	6	-5	2	10	i	-1	-42	6
O=C(/C=C/NCc1ccc(F)cc1)c1ccccc1	-6	-3	13	-42	31	57*	i	-1	-8	2
O=C(NCc1ccccc1Cl)C1CC(=O)N(Cc2ccccc2)C1 (stereo unspecified)	-4	3	-5	2	4	19	i	0	-11	0
CCc1c(O)nc2sc3ccccc3n2c1=O	-2	-3	-3	35	2	19	i	3	-18	-7
C=C(Cl)COc1ccc2c(CCCC)cc(=O)oc2c1	-1	-3	-9	-9	9	-1	i	1	14	3
C/C(=N\NC(=O)c1cccs1)c1ccc(C(=O)O)s1	-5	11	-151	33	20	45	i	-11	-34	-4
CCOc1ccc(NC(=O)CSc2nnc(COc3c(C)cccc3C)o2)cc1	-3	/	12	23	-12	-9	i	2	11	-6
N/C(=N\OC(=O)COc1ccc([N+](=O)[O-])cc1)c1ccc(Br)cc1	-2	/	-5	32	-8	15	i	-1	-2	-3
COc1ccc(C(=O)CSc2nnc(CNC(=O)c3ccco3)n2C)cc1	1	3	-6	18	6	2	i	0	15	-1
COc1ccc(CC(=O)N(C)CC(=O)Nc2ccccc2SC)cc1	-3	1	0	19	-7	7	i	0	-4	-1
COc1ccc(NC(=S)N(Cc2ccc(C(=O)O)cc2)Cc2ccc(OC)c(OC)c2)cc1	6	-4	-25	42	-6	6	i	-2	-7	-1
O=C(NCc1cccnc1)c1cnc2sccn2c1=O	-4	-4	6	16	-4	9	i	-2	2	-1
COC(=O)/C=C/c1cnc2ccccc2c1	-2	-3	-37	20	9	14	i	0	-92	6
COc1ccc(C(=O)c2c(N)sc3c2CCN(C(=O)OC(C)(C)C)C3)cc1	-3	3	-9	29	-6	1	i	1	21	-2
Cc1cc(C)cc(C(=O)NCC(=O)OCC(=O)N2c3ccccc3NC(=O)C2(C)C)c1	4	4	-19	9	3	13	i	4	-13	-5
CCC(Oc1ccccc1)C(=O)NCCOC (stereo unspecified)	-2	1	20	16	2	4	i	0	-18	-5
CCCCCCc1c(C)nc(-n2[nH]c(C)c(CCO)c2=O)[nH]c1=O	3	0	-8	41	9	25	i	0	-18	-6
CC(C)COC(=O)c1cc(=O)[nH]c2ccccc12	2	0	-20	22	-5	-1	i	-1	34	2
CCN(C(=O)CSc1nc2ccccc2n1CC)C1CCS(=O)(=O)C1 (stereo unspecified)	0	-2	-2	4	-9	-22	i	1	8	-9

One compound at a time (already shown). Values in the order: HSP90 inh, GSK3A inh, KLF5 inh, AI-2 QS modul, HSF1 inhib, HSF1 activator, PolyA inhibitor, GSK3B inh, aSyn UTR inh, IEC-6 tox
Listed for O=C(NCc1cccnc1)c1cnc2sccn2c1=O = -4, -4, 6, 16, -4, 9, i, -2, 2, -1
Listed for CCC(Oc1ccccc1)C(=O)NCCOC (stereo unspecified) = -2, 1, 20, 16, 2, 4, i, 0, -18, -5
Listed for COC(=O)/C=C/c1cnc2ccccc2c1 = -2, -3, -37, 20, 9, 14, i, 0, -92, 6
Listed for Cc1cc(C)cc(C(=O)NCC(=O)OCC(=O)N2c3ccccc3NC(=O)C2(C)C)c1 = 4, 4, -19, 9, 3, 13, i, 4, -13, -5
Listed for CC(C)COC(=O)c1cc(=O)[nH]c2ccccc12 = 2, 0, -20, 22, -5, -1, i, -1, 34, 2

Following part:
SMILES	HSP90 inh	GSK3A inh	KLF5 inh	AI-2 QS modul	HSF1 inhib	HSF1 activator	PolyA inhibitor	GSK3B inh	aSyn UTR inh	IEC-6 tox
CCc1nn(CC(=O)O)c(=O)c2ccccc12	-2	-3	-11	11	-8	13	i	6	13	3
CN=C1SC(CC(=O)Nc2ccc(F)cc2F)C(=O)N1/N=C(\C)c1cccc(OCC(=O)O)c1 (stereo unspecified)	4	-4	4	10	14	22	i	-2	-8	-1
Cn1c(=O)c2c(nc(NCCNC(=O)c3ccco3)n2Cc2ccc(Cl)cc2Cl)n(C)c1=O	1	-2	-12	-17	-3	9	i	2	-22	-2
COc1ccc(C(=O)C2CCCN(C(=O)c3noc4c3CCCC4)C2)c(C)c1 (stereo unspecified)	5	-1	-9	21	5	5	i	0	-3	3
COc1ccc(Cn2nnc3ccccc32)cc1	/	-2	/	6	4	-5	i	2	2	/
CCCC(=O)Nc1ccc2c(c1)COC2=O	-1	7	-4	-1	-8	-6	i	2	3	-3
CCOc1ccc(NC(=O)C(=O)NCC2CCCN2CC)cc1 (stereo unspecified)	-1	0	-29	23	-6	2	i	1	4	5
CCc1ccc(OCC(=O)NNC(=O)c2cc(S(=O)(=O)N(C)C)ccc2N2CCCC2)cc1	/	/	/	24	6	1	i	1	20	/
Cc1noc(C)c1CN(C(=S)NC1CC1)c1ccccc1	-3	0	-13	0	-4	14	i	2	10	2
COc1ccc(CCN2C(=O)NC(NS(=O)(=O)c3ccc(Cl)cc3)(C(F)(F)F)C2=O)cc1OC (stereo unspecified)	-2	-4	4	-2	2	-6	i	-2	9	2

Some entries already given, reduced to HSP90 inh and IEC-6 tox.
compound	HSP90 inh	IEC-6 tox
CCc1nn(CC(=O)O)c(=O)c2ccccc12	-2	3
COc1ccc(CCN2C(=O)NC(NS(=O)(=O)c3ccc(Cl)cc3)(C(F)(F)F)C2=O)cc1OC (stereo unspecified)	-2	2

Remaining list, next part
SMILES	HSP90 inh	GSK3A inh	KLF5 inh	AI-2 QS modul	HSF1 inhib	HSF1 activator	PolyA inhibitor	GSK3B inh	aSyn UTR inh	IEC-6 tox
Cc1ccc(-n2ncc3c(=O)n(CC(=O)N4CCN(c5ccccc5F)CC4)cnc32)cc1C	-1	-1	-29	45	-3	-5	i	0	4	-4
Cc1noc(C)c1COc1ccc(C(=O)OCC(=O)Nc2ccc3ccccc3c2)cc1	3	-2	-29	19	1	-13	i	-3	-42	-1
CC(C)Cn1c(CN2CCCCC2C)nc2c1c(=O)n(C)c(=O)n2C (stereo unspecified)	1	-2	1	16	-9	0	i	-1	-10	2
CN(C)/C=C1\N=C(c2ccc(Cl)cc2Cl)OC1=O	4	0	-109	4	16	26	i	4	-149	3
O=C(CSc1nnc2scc(-c3ccc(Cl)cc3)n12)NCc1ccc2c(c1)OCO2	1	-2	2	32	9	5	i	-2	18	0
COc1ccc(C(=O)Nc2cc(C)on2)cc1S(=O)(=O)N1CC(c2ccccc2)CC1=O (stereo unspecified)	-5	-4	2	33	-3	5	i	-5	-8	-7
O=C(Nc1ccc(Cl)cc1C(=O)N1CCOCC1)c1cccc([N+](=O)[O-])c1	-4	-6	3	9	0	15	i	1	4	-8
CN=C1SC(CC(=O)Nc2ccc(N3CCOCC3)cc2)C(=O)N1C (stereo unspecified)	-1	0	-10	20	-6	-2	i	4	7	-3
O=C(Nc1ccc(Cl)c(S(=O)(=O)N2CCCCC2)c1)C1=COCCO1	/	-4	/	19	3	-9	i	0	10	/
O=c1[nH]c(CSc2ccccc2)nc2c1oc1ccccc12	4	0	-11	0	14	13	i	0	-8	0
O=C(Nc1nnc(COc2ccccc2)s1)c1ccco1	-1	2	25	-4	5	-4	i	-2	-17	7
O=C(CSc1nnc(-c2ccccn2)n1Cc1ccco1)c1ccccc1	0	-3	-17	2	1	19	i	-1	2	3
COC(=O)c1ccccc1N1CCS(=O)(=O)CC1	0	-1	-36	8	1	-20	i	1	0	-4
Cc1ccc(NCC(=O)N/N=C/c2cccc(Oc3ccccc3)c2)cc1	0	/	-43	30	11	36	i	1	-2	-5
CN(C(=O)CC1C(=O)NCCN1Cc1ccccc1C(F)(F)F)C1CCOCC1 (stereo unspecified)	-4	-7	-42	32	-4	10	i	2	7	-8
COc1ccc(-c2cn3c(C)c(C(=O)N4CCN(c5ccc(F)cc5)CC4)sc3n2)cc1	68*	0	-47	13	10	18	i	2	8	-6
